Assay outcomes: PubChem, National Center for Advancing Translational Sciences (NCATS)
RORgamma inh – qHTS for inhibitors of ROR gamma transcriptional activity | Nuclear receptor ROR-gamma (Mus musculus), P51450 | Drosophila S2 Gal4-RORgamma UAS-luciferase reporter, 20 h | Potency, µM (doses to about 53.6 µM), without a hit: at the highest dose activity change, negative = inhibition, hits mostly inhibitors | hit rate 5.4% among 310,000; further: potency means the concentration at half of the fitted maximal effect; nearly all actives have a fitted effect of over 60% in size
Target sequence (P51450 whole entry, looked up, the tested form may be a part): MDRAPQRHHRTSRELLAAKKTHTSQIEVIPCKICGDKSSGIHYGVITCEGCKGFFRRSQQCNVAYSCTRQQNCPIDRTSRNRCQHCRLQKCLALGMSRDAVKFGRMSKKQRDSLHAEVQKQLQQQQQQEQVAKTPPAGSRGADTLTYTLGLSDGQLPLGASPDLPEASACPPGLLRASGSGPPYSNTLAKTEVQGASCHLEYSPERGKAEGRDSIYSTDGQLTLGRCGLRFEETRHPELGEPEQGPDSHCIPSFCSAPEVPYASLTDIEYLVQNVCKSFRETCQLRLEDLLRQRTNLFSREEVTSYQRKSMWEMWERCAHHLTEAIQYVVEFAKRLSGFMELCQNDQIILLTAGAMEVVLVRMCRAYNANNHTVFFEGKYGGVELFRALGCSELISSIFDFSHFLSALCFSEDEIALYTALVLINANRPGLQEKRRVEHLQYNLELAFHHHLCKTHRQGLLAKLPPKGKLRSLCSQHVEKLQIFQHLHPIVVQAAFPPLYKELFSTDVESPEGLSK
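Read-out: Photinus luciferase luminescence; inhibitors lower reporter signal. Insect Schneider cells with Gal4-ROR gamma fusion under metallothionein promoter, UAS reporter; 700 uM final copper sulfate induction, 20 hr, ambient temperature.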
VP16 counter – VP16 counterscreen qHTS for inhibitors of ROR gamma transcriptional activity; hit rate 3.5% among 310,000; AID 2546, 2010; Drosophila S2 Gal4-VP16 UAS-luciferase, luminescence, 20 h; Potency, µM (doses to about 53.6 µM), for inactives: at the top dose activity, negative = inhibition, usual class: inhibitors;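 further: Gal4-VP16 expression switched on by copper sulfate through the metallothionein promoter; potency means the concentration at half of the fitted maximal effect; nearly all actives have a fitted effect of over 50% in size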
Coupling enz – qHTS Assay for Inhibitors of Fructose-1,6-bisphosphate Aldolase from Giardia Lamblia: Coupling assay counterscreen | AID 2472, 2010 | hit rate 0.67% among 290,000 | coupling enzyme system counterscreen, AmpLite Red fluorescence | activity change, negative = inhibition, % at 58.2 µM, hits read low; in the data active means activity change below about -30%
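Fluorescence at 525 nm excitation and 598 nm emission measured inhibition of the coupled detection system without aldolase. Compounds (at 57.5 uM final) were preincubated 10 min at room temperature with coupling enzyme reagent before a 20 min substrate/AmpLite Red step.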
Active calls of the source: *; u = inconclusive; [ ] = another dose, or the depositor's remark. Unless noted, the call rests on the fitted dose curve; in most records, active means well fitted curve in the direction sought with a large enough effect; inconclusive means small, poorly fitted or top-dose-only effect, or another doubt; inactive means no such curve, though single readings can be large; an effect the other way counts as inactive or inconclusive. On the % scale 0 is the no-effect control and ±100 the full control effect. These rows are one share of the data. The share of hits here may be higher or lower than overall.

Compound	RORgamma inh	Coupling enz	VP16 counter
COc1ccc(C2=CC3=C(Br)C(=O)C(C)(OC(=O)c4cnc5ccccc5n4)C(=O)C3=CO2)cc1 (centres undefined)	19%	2	13%
COc1cc2c(C=O)c3c4c(cc(OC)c(OC)c4c2cc1OC)CCN3C	-29%	-34*	-12%
CC(=O)N[C@@H](Cc1ccc(O)cc1)C(=O)N[C@H](C(=O)N[C@@H](C)C(=O)N[C@H](C=O)CC(=O)O)C(C)C	4%	0	-1%
Cc1nc(NCc2ccccc2)c2nc(-c3ccccc3)n(C3CCN(Cc4ccccc4)C3)c2n1 (centres undefined)	-17%	-1	-12%
COC/C=C/C1=CC2=CC(=O)C(C)(OC(=O)c3ccc(Cl)nc3)C(=O)C2=CO1 (centres undefined)	15%	2	10%
COCCn1c(=O)c(-c2cc(F)cc(F)c2)nc2cnc(Oc3ccc(OC)cc3)nc21	2%	-2	6%
Cc1nc2cnc(N3CCOCC3)nc2n(CCc2ccccc2)c1=O	35%	2	-2%
C=C(C)C(=O)C1CCCCC1	0%	5	-1%
C=CC[C@@H]1C=C[C@@H](O/N=C\[C@@H](OC)[C@H](C)/C=C\CC(=O)OC)[C@@H](CO)O1	1%[10 µM]	-1	2%[10 µM]
O=c1c(-c2ccccc2)nc2cncnc2n1Cc1ccccc1Cl	-12%	0	-13%
COC(=O)[C@@]1(Cc2ccc(F)cc2)[C@H]2c3cc(C(=O)N4CCCC4)n(CCc4c[nH]c5ccccc45)c3C[C@H]2CN1C(=O)c1ccccc1	44%	1	-6%
CC(C)C[C@@H](CC(=O)N[C@@H](CCC(=O)O)CC(=O)O)NC(=O)[C@@H]1CCCC[C@H]1NC(=O)C[C@H](CCCN)NC(=O)C[C@H](Cc1c[nH]c2ccccc12)NC(=O)[C@@H]1CNCC[C@H]1N	2%	0	3%
c1ncc(CC2CCNCC2)[nH]1	-18%	0	2%
COC(=O)C/C=C/[C@@H](C)[C@H](OC)c1c(Br)ccc2c1OCO2	8%	2	2%
CC(C)[C@@H](CC(=O)N[C@@H]1CCCC[C@H]1C(=O)N[C@H](CC(=O)N[C@@H](CCC(=O)O)CC(=O)O)Cc1ccccc1)NC(=O)C[C@H](Cc1c[nH]c2ccccc12)NC(=O)[C@@H]1CNCC[C@H]1N	-10%	1	-3%
COc1ccc(-c2nnc3n2N=C(c2ccc(OC)c(OC)c2)CS3)cc1	-34%	-1	4%
C=C1C[C@@]23C[C@@]1(O)CC[C@@H]2[C@]12C=C[C@@H](O)[C@](C)(C(=O)O1)[C@@H]2[C@@H]3C(=O)O	2%	5	2%
CS(=O)(=O)N1CCC2(CCN(Cc3ccncc3)CC2)CC1	-4%	8	-13%
COc1ccc(C(=O)N2CCC3(CCCN(Cc4ccncc4)C3)CC2)cc1	-6%	2	-6%
C=C(C)C(O)/C=C/c1ccc(C)cc1 (centres undefined)	5%[10 µM]	2	-2%[10 µM]
COCCN1C(=O)N[C@@H](CCc2ccccc2)C(C(=O)OC)=C1C	-10%	6	-12%
CC[C@H](C)[C@H](NC(=O)[C@H](CC(=O)O)NC(=O)[C@H](CC(C)C)NC(=O)[C@H](Cc1cnc[nH]1)NC(=O)[C@H](C)NC(=O)[C@H](Cc1ccccc1)NC(=O)[C@H](Cc1ccc(O)cc1)NC(=O)[C@@H](NC(=O)[C@H](C)NC(=O)[C@H](CCC(=O)O)NC(=O)[C@H](CCCCN)NC(=O)[C@H](CC(=O)O)NC(=O)[C@H](CCSC)NC(=O)[C@H](CC(C)C)NC(C)=O)C(C)C)C(=O)N[C@H](C(=O)N[C@@H](Cc1c[nH]c2ccccc12)C(=O)O)[C@@H](C)CC	-4%	3	-7%
CC(C)(C)N1C(=O)[C@H]2[C@H]3[C@H](O)[C@H](O)C/C(=N/NC(=O)OCc4ccccc4)[C@@H]3CC[C@@H]2C1=O	1%[10 µM]	1	-10%[10 µM]
COCCNc1ccnc(-c2ccccc2CN(C)C)n1	14%	1	-6%
N#Cc1cccc(-c2nccc(-n3ccnc3)n2)c1	u	-1	-19%
CC(C)C1=CC2=CC[C@H]3[C@](C)(C(=O)O)CCC[C@]3(C)C2CC1 (some centres undefined)	12%	0	-23%
N[C@H](C(=O)O)c1nn[nH]n1	21%	-1	5%
CN(C)C(=O)c1ccc(-c2cncnc2NCCN2CCOCC2)cc1	-1%	2	-3%
OC[C@H]1NC[C@H](O)[C@@H](O)[C@@H]1O	4%	-1	-14%
O=C(c1cccc(F)c1)N1CCC2(CC1)CCN(c1cccc(-c3ccccc3)c1)CC2	18%	-2	-1%
O=C(c1ccco1)N1CCC2(CCCN(c3cccc(-c4ccccc4)c3)C2)CC1	29%	1	-3%
C=C1C(=O)C23C(O)C1CCC2[C@]12COC3(O)C(O)C1C(C)(C)CC[C@H]2O (some centres undefined)	0.71µM*	3	2.5µM*
OC[C@@H](O)C(O)[C@H](O)[C@@H](O)CO (some centres undefined)	9%	0	-9%
COc1ccccc1CN1CCC2(CC1)CCN(S(=O)(=O)c1ccccc1)CC2	0%	1	10%
NC1C(O)OC(CO)[C@@H](O)[C@@H]1O[C@H]1O[C@@H](C(=O)O)C(O)C(O)C1O (some centres undefined)	5%	2	-8%
Cc1ccccc1-c1cncnc1Nc1ccccc1	-35%	3	5%
Nc1c[n+](N2CCOCC2)no1	12%	6	-3%
CN1CCN(c2ncc3nc(-c4cc(F)cc(F)c4)c(=O)n(C4CC4)c3n2)CC1	-26%	2	u
CCOC(=O)[C@]1(C(NC(=O)OC)c2ccccc2)CCCC1=O (some centres undefined)	-4%[10 µM]	0	-1%[10 µM]
COc1ccccc1-c1cc(NCc2cnc(C)cn2)ncn1	0%	0	-7%
NS(=O)(=O)c1cc2c(cc1Cl)N[C@@H](CC1CCCC1)NS2(=O)=O	11%[2.98 µM]	1	-5%[17 µM]
CC(C)[C@H](NC(=O)[C@@H](Cc1c[nH]c2ccccc12)NC(=O)[C@H](Cc1ccc(O)cc1)NC(=O)[C@@H](N)CC(=O)O)C(=O)N[C@H](Cc1c[nH]c2ccccc12)C(=O)N[C@H](Cc1c[nH]c2ccccc12)C(=O)N[C@@H](CCCCN)C(N)=O	26%	5	4%
CCN1C(C)=C(C(=O)OC)C(c2ccccc2)N2C(=O)[C@@]3(C(=O)OC)O[C@@]12C1C(=O)CCCC13 (some centres undefined)	1%[10 µM]	0	-1%[10 µM]
C[C@@H]1CCC2[C@](C)(CO)C(O)CC[C@@]2(C)[C@@]12CC[C@](CO)(CCO)O2 (some centres undefined)	-12%	0	-8%
CC(C)C[C@H](NC(=O)[C@@H]1CCCN1C(=O)[C@H](Cc1ccccc1)NC(=O)[C@H](C)NC(=O)[C@H](CCC(=O)O)NC(=O)[C@H](C)NC(=O)[C@H](CO)NC(=O)[C@H](CCC(=O)O)NC(=O)[C@H](CC(=O)O)NC(=O)[C@H](CCC(=O)O)NC(=O)[C@H](C)NC(=O)CNC(=O)[C@H](CC(N)=O)NC(=O)[C@@H]1CCCN1C(=O)[C@H](Cc1ccc(O)cc1)NC(=O)[C@@H](NC(=O)[C@H](CCCCN)NC(=O)[C@@H](NC(=O)[C@@H]1CCCN1C(=O)[C@@H](N)CCCNC(=N)N)C(C)C)C(C)C)C(=O)N[C@@H](CCC(=O)O)C(=O)N[C@@H](Cc1ccccc1)C(=O)O	-8%	1	2%
COc1cc2c(cc1C(F)(F)F)N(C(=O)Nc1cc(F)cc(-c3cccnc3)c1)CC2	u	3	-3%
COc1cc(N)c(Cl)cc1C(=O)OCCCN1CCCCC1	2%	3	4%
COC(=O)[C@@]1(Cc2ccc(OC)cc2)[C@H]2c3cc(C(=O)N(C)C)n(CCF)c3C[C@H]2CN1C(=O)c1ccccc1	-15%	-1	10%
O=c1c(-c2cccs2)nc2cnc(N3CCOCC3)nc2n1Cc1ccc(F)cc1	-2%	4	5%
CC1=C2C(=COC(C)C2C)C(=O)C(C(=O)O)=C1O (centres undefined)	-32%	-36*	1%
O=C(OC1Cc2c(O)cc(O)cc2OC1c1cc(O)c(O)c(O)c1-c1c(C2Oc3cc(O)cc(O)c3CC2OC(=O)c2cc(O)c(O)c(O)c2)cc(O)c(O)c1O)c1cc(O)c(O)c(O)c1 (centres undefined)	-14%	-11	-4%
Cc1nc(N2CCOCC2)c2nc(-c3ccccc3)n(CCCN3CCOCC3)c2n1	-17%	-1	-1%
Cn1cccc1C(=O)N1CCC2(CC1)CN(c1ccncc1)C2	-17%	0	6%
COCCn1c(=O)c(-c2ccc(OC)cc2)nc2cnc(Nc3ccccc3)nc21	-4%	3	-2%
COC(=O)/C=C/c1ccc(C(=O)NCC(=O)N[C@@H](CCC(=O)OC)C(=O)N[C@@H](CC(C)C)C(N)=O)cc1	31%	0	12%
CCOC(=O)N/N=C1/C[C@@H](O)[C@@H](O)[C@@H]2[C@@H]3C(=O)N(C4CCCCC4)C(=O)[C@H]3CC[C@H]12	4%[10 µM]	2	1%[10 µM]
COc1cc2c(cc1OC)C(=O)OC2	-37%	2	-2%
COc1ccccc1CNc1ccnc(-c2ccccc2Cl)n1	2%	-1	-20%
O=C1CC[C@@]23/C=C/C(=O)NCCCCNCCCNC(=O)/C=C/c4ccc(c2c4)OC3C1 (some centres undefined)	-5%	2	-2%
CC(=O)OC1CCC2(C)C(=CC=C3C2CCC2(C)C3CCC2C(C)/C=C/C(C)C(C)C)C1(C)C (centres undefined)	7%	1	1%

In the list so far, 7 contain fluorine:
Compound	RORgamma inh	Coupling enz	VP16 counter
COCCn1c(=O)c(-c2cc(F)cc(F)c2)nc2cnc(Oc3ccc(OC)cc3)nc21	2%	-2	6%
COC(=O)[C@@]1(Cc2ccc(F)cc2)[C@H]2c3cc(C(=O)N4CCCC4)n(CCc4c[nH]c5ccccc45)c3C[C@H]2CN1C(=O)c1ccccc1	44%	1	-6%
O=C(c1cccc(F)c1)N1CCC2(CC1)CCN(c1cccc(-c3ccccc3)c1)CC2	18%	-2	-1%
CN1CCN(c2ncc3nc(-c4cc(F)cc(F)c4)c(=O)n(C4CC4)c3n2)CC1	-26%	2	u
COc1cc2c(cc1C(F)(F)F)N(C(=O)Nc1cc(F)cc(-c3cccnc3)c1)CC2	u	3	-3%
COC(=O)[C@@]1(Cc2ccc(OC)cc2)[C@H]2c3cc(C(=O)N(C)C)n(CCF)c3C[C@H]2CN1C(=O)c1ccccc1	-15%	-1	10%
O=c1c(-c2cccs2)nc2cnc(N3CCOCC3)nc2n1Cc1ccc(F)cc1	-2%	4	5%
